# Vif-APOBEC3F blk – qHTS for Inhibitors of Vif-A3F Interactions: qHTS; Potency, µM (series often up to 46.1 µM), without a hit: at the top dose activity, negative = active; AID 602313, 2012; 390,000 compounds, 0.2% hits; HeLa A3F-eYFP + Vif (tagged APOBEC3F with the HIV-1 protein that degrades it), YFP fluorescence increase; also: potency is read from the fitted curve at half-maximal effect; % of control where 0% means no effect; nearly all actives have a fitted effect of over 65% in size
#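 Fluorescence increase (Ex 488/Em 500-530) after overnight compound treatment at 37 deg C flags inhibition of Vif-driven A3F-eYFP loss in stable HeLa A3F-eYFP/Vif cells seeded overnight beforehand.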
# Vif-APOBEC3G blk – qHTS for Inhibitors of Vif-A3G Interactions: qHTS; 410,000 compounds, 0.076% hits; HeLa A3G-eYFP + Vif (tagged APOBEC3G with the HIV-1 protein that degrades it), YFP fluorescence, overnight; DNA dC->dU-editing enzyme APOBEC-3G (Homo sapiens), Q9HC16; Potency, µM (doses to about 46.1 µM), for the others: at the top dose activity, negative = active, most hits filed as inhibitors;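 also: potency is read from the fitted curve at half-maximal effect; % is scaled to controls: 0 for no effect and ±100 for the full control effect; nearly all actives have a fitted effect of over 60% in size; hits raise eYFP signal because A3G escapes Vif-driven loss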
# Target sequence (Q9HC16 whole entry, looked up): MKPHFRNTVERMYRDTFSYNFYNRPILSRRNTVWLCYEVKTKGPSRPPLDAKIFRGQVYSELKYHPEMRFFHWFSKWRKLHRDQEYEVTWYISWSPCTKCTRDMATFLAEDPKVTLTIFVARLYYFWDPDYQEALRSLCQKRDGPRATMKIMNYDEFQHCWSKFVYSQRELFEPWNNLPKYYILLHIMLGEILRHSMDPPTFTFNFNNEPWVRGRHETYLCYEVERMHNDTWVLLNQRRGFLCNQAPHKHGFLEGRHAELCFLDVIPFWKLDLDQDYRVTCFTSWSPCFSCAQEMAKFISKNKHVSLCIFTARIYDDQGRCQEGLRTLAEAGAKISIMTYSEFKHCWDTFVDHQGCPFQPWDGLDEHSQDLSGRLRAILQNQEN
#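 HeLa cells stably expressing Vif and C-terminally eYFP-tagged A3G, seeded overnight at 37 deg C, then exposed to compound by pintool overnight at 37 deg C. Rise in yellow fluorescence (Ex 488/Em 500-530, Acumen) marks blocked Vif-driven A3G degradation.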
# TrxR1 substrate – qHTS Assay for Substrates of Mammalian Selenoprotein Thioredoxin Reductase 1 (TrxR1): qHTS. Thioredoxin reductase 1, cytoplasmic (Rattus norvegicus), O89049. purified TrxR1 substrate turnover, NADPH consumption readout. Potency, µM (highest dose often 114 µM), for inactives: at the highest dose activity change, negative = substrate turnover. 390,000 compounds, 0.01% hits. AID 588456, 2011; also: potency is read from the fitted curve at half-maximal effect; % is scaled to controls: 0 for no effect and ±100 for the full control effect; nearly all actives have a fitted effect of over 50% in size
#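 Rat TrxR1, dispensed at 90 nM, was prereduced with 400 uM NADPH (final) for 5 min at ~22 deg C, then incubated with compound 15 min before 400 uM selenite. A first-read NADPH fluorescence drop versus no-compound background flagged substrates.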
# TrxR1 inh – qHTS Assay for Inhibitors of Mammalian Selenoprotein Thioredoxin Reductase 1 (TrxR1): qHTS | recombinant rTrxR1, NADPH fluorescence consumption, selenite substrate | Potency, µM (top dose mostly 114 µM), inactives show at the highest dose activity change, negative = inhibition, usual class: inhibitors | 390,000 compounds, 1% hits; also: potency is read from the fitted curve at half-maximal effect; % is scaled to controls: 0 for no effect and ±100 for the full control effect; nearly all actives have a fitted effect of over 65% in size
#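 Rat TrxR1 (90 nM in the dispensed reagent) was pre-reduced with 400 uM NADPH for 5 min at room temperature, then incubated with compound for 15 min. After 400 uM selenite was added, NADPH fluorescence (Ex 340/Em 450 nm) was followed for 8 min.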
# Glioma ERSR ind – qHTS for Inducers of the Endoplasmic Reticulum Stress Response (ERSR) in Human Glioma: qHTS; U87-MG GRP78 promoter luciferase reporter, 16 h; Potency, µM, inactives show at the top dose activation, usual class: activators; 420,000 compounds, 0.02% hits; AID 602332, 2012; also: potency is read from the fitted curve at half-maximal effect; series mostly up to about 76 µM; % of control where 0% means no effect; nearly all actives have a fitted effect of over 35% in size
#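 Stably transfected U87-MG human glioma cells carrying a GRP78-based luminescent sensor were seeded at 1000 cells/well, pin-dosed with compounds and incubated 16 h. Luciferase reagent was then added, and end-point luminescence was read after 10 min at room temperature.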
# LDHA block – qHTS assay for inhibitors of human lactate dehydrogenase. activity change, % (values are at about 110 or 230 µM). purified LDHA, NADH/diaphorase-resazurin fluorescence; active compounds read low. L-lactate dehydrogenase A chain (Homo sapiens), P00338. 480,000 compounds, 0.15% hits; in the data active = activity change below about -30%; inconclusive = mostly about -25% to -30%;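 also: plate controls were DMSO wells for no effect and wells without enzyme for full effect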
#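 Resorufin fluorescence (ex540/em590), read at 0 and 20 min after diaphorase/resazurin addition, reports the NADH left after a 5 min room-temperature reaction of 2 nM human LDH5 with 0.06 mM NADH and 0.2 mM pyruvate.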
# RGS4 inhibitor – Inhibitors of Regulator of G Protein Signaling (RGS) 4: qHTS | Transcreener GDP fluorescence polarization, RGS4-accelerated GTP hydrolysis | 390,000 compounds, 0.039% hits | AID 504845, 2011 | Potency, µM (top dose mostly 114 µM), without a hit: top-dose activity change, negative = inhibition, hits mostly inhibitors; also: potency is read from the fitted curve at half-maximal effect; % is scaled to controls: 0 for no effect and ±100 for the full control effect; nearly all actives have a fitted effect of over 75% in size; some results filed as inactive show a strong effect at the top dose
# Target sequence (P49798 whole entry, looked up): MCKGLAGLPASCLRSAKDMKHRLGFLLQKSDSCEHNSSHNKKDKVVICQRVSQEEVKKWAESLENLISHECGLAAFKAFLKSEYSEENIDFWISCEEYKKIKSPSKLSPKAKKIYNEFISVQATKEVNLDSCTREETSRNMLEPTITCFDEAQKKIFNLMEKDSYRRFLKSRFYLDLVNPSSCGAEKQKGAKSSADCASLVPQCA
#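 MLSMR compounds (23 nl, pin-transferred) preincubated 10 min at room temperature with a 500nM (2x) first reagent, then RGS4 at 900nM (2x) plus Transcreener GDP mix added; fluorescence polarization (620/688 nm) read before and after 90 min at 30 °C.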
# USP1-UAF1 inh – Inhibitors of USP1/UAF1: Primary Screen | Ubiquitin carboxyl-terminal hydrolase 1 (Homo sapiens), O94782 | recombinant USP1/UAF1, Ub-Rhodamine cleavage fluorescence | 390,000 compounds, 0.23% hits | Potency, µM (doses to about 57.1 µM), inactives show top-dose activity change, negative = inhibition, hits mostly inhibitors; also: potency is read from the fitted curve at half-maximal effect; % is scaled to controls: 0 for no effect and ±100 for the full control effect; nearly all actives have a fitted effect of over 60% in size; inactives centre near -12
#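 Step one: compound is pinned into 1nM USP1/UAF1 in HEPES pH 7.8 buffer with TCEP. Step two: 15 min room-temperature incubation. Step three: Ub-Rho (150nM final) starts cleavage, tracked by fluorescence over six one-minute reads.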
# mIDH1 inhibitor – qHTS for Inhibitors of mutant isocitrate dehydrogenase 1 (IDH1): qHTS | IDH1-R132H enzyme, NADPH consumption, diaphorase/resazurin fluorescence | Potency, µM (top dose mostly 76.6 µM), for inactives: at the top dose activity change, negative = inhibition, usual class: inhibitors | 390,000 compounds, 0.093% hits | AID 602179, 2012; also: potency is read from the fitted curve at half-maximal effect; % is scaled to controls: 0 for no effect and ±100 for the full control effect; nearly all actives have a fitted effect of over 65% in size
# Target sequence (O75874 whole entry R132H, stated change not applied): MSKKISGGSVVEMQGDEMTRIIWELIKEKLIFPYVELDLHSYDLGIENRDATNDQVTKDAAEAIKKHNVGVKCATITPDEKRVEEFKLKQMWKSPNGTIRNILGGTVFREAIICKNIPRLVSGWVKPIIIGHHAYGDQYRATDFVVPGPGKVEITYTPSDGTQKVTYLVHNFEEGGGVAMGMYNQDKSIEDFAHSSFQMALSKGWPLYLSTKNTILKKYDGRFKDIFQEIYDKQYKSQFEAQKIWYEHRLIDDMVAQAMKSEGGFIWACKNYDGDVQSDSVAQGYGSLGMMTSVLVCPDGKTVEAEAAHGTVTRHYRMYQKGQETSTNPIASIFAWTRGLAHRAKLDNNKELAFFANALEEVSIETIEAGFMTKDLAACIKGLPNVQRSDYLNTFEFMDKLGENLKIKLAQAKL
#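 IDH1-R132H (0.5 ug/mL) preincubated 30 min with compound, then NADPH (0.016 mM) and alpha-KG (2 mM) added; 80 min at RT, pH 7.5. Remaining NADPH coupled via diaphorase/resazurin to fluorescence (540/590 nm); concentration-response curves normalized to no-enzyme control.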
# Starred values were filed as active, the others as inactive; ? = inconclusive; & = joins results of further samples; [ ] = another dose, or the depositor's remark. Unless noted, calls follow the shape of the dose curve; as a rule, active = well fitted curve in the direction sought with a large enough effect; inconclusive = small, poorly fitted or top-dose-only effect, or another doubt; inactive = no such curve, though single readings can be large; an effect the other way counts as inactive or inconclusive. The list is partial; the hit share may differ from the screen's.
SMILES,Vif-APOBEC3F blk,Vif-APOBEC3G blk,TrxR1 substrate,TrxR1 inh,Glioma ERSR ind,LDHA block,RGS4 inhibitor,USP1-UAF1 inh,mIDH1 inhibitor
CCCn1c(-c2ccccc2)nc2c(=O)n(C)c(=O)[nH]c21,-7%,-2%,551%[activator],38%[activator],3%,-2&-2,5%,8%,0%
O=C(NCC(=O)N1CCN(C(c2ccccc2)c2ccccc2)CC1)c1ccc(Br)o1,2%,-1%,-1%,11%,1%,0,-13%,-20%,8%
COc1cc(NC(=O)CSCC(=O)Nc2cccc(C(F)(F)F)c2)c(Cl)cc1Cl,-7%,0%,-8%,-19%,-4%,4,-12%,3%,5%
CCOc1ccc(-n2c(Cc3cc(=O)[nH]c(=O)[nH]3)nnc2SCC(=O)Nc2nnc(C)s2)cc1,-12%,-2%,1%,8%,-4%,-8,31%,-12%,0%
O=C(Nc1ccccc1)OCC(CN1CCCCC1)OC(=O)Nc1ccccc1 (stereo unspecified),6%,-5%,3%,17%,-2%&-7%,-4,-13%,?,8%
COc1ccccc1NC(=O)C1CC(C)OC1=O (stereo unspecified),12%,4%,1%,19%,0%,-2,20%,-15%,-2%
S=C(NCc1ccccc1)NCc1ccc(Cl)cc1,-28%,0%,0%,23%,2%,-1,-3%,-12%,3%
Oc1ccc2ccc(Cl)cc2c1,-7%,-7%,-13%,-13%,2%,3,1%,-2%,8%
CCn1c(CN2CCN(CCO)CC2)nc2ccccc21,2%,-1%,5%,24%,-1%,-6,8%,-9%,2%
CC[n+]1c(C=C2C=C(C)OC(C)=C2)sc2ccccc21,?,5.6µM*,-1%[57.1 µM],16%[57.1 µM],-3%,9,2%,-19%,8%
CN(C)N1C(N)=C(C#N)C(c2cccs2)C2=C1CC(C)(C)CC2=O (stereo unspecified),-1%,-6%,-6%,14%[57.1 µM],-4%,-3,-34%,?,0%
COc1cc(CNCc2ccc(C)cc2)cc(OC)c1OC,0%,-5%,2%,-9%,-1%,-20,13%,-5%,3%
C[C@@H](C(=O)N1CCNCC1)n1cc(CCCN=C(N)N)nn1,1%,0%,-7%[57.1 µM],10%[57.1 µM],-2%,-2,-17%,-18%,8%
O=C(Nc1ccccc1)C1=C[C@H](C2CC2)C[C@H](OCCCCO)O1,2%,1%,5%[57.1 µM],-3%,-4%,-1,2%,-7%,-3%
COc1ccc(OC)c2sc(N3CCCCC3)nc12,5%,2%,-16%,-17%,3%,1,8%,-8%,4%
COc1ccc(S(=O)(=O)N2CCC(C(=O)NCCN3CCOCC3)CC2)cc1,12%,-1%,9%,3%,-1%,0,8%,-11%,13%
COC(=O)CSC1=NS(=O)(=O)c2ccccc21,-2%,1%,-2%,2.2µM*,-5%,-8,?,-4%,1%
O=C(N/N=C/c1c(-c2ccccc2)[nH]c2ccccc12)c1cccnc1,2%,?,-3%,17%,0%,-10,15%,-4%,-2%
O=C(COC(=O)[C@@H]1CCCN1C(=O)c1cccs1)Nc1ccc(Br)cc1,4%,1%,5%[57.1 µM],21%[57.1 µM],0%,-6,3%,2%,-4%
O=S(=O)(c1ccc(Cl)cc1)N1CCC2(CC1)OCCN2S(=O)(=O)c1cccs1,4%,1%,-4%,-4%,-4%,-1,-10%,-21%,10%
CCc1nnc(NC(=O)CSc2nnc(-c3ccco3)n2CC)s1,0%,0%,10%[57.1 µM],-8%[57.1 µM],1%,-3,-14%,-11%,5%
O=C(Cn1nc(C(F)(F)F)cc1C1CC1)NCc1ccccc1F,0%,-7%,-4%,-10%,-5%,-8,-26%,-17%,0%
COc1cc(CC(=O)OCC(=O)N2CC(C)CC(C)C2)cc(OC)c1OC (stereo unspecified),0%,0%,-8%[57.1 µM],7%,0%,-2,21%,-28%,0%
Cc1c(C(=O)Nc2ccccc2N2CCN(C)CC2)oc2ccc(F)cc12,-13%,-24%,-6%,9%[57.1 µM],-2%,-11,19%,-12%,-2%
Cc1ccc(/C=N\NC(=O)C2CC(=O)N(c3ccccc3)C2)o1 (stereo unspecified),1%,0%,-4%[57.1 µM],-7%[57.1 µM],5%,-3,-8%,-6%,-5%
# Later entries.
SMILES,Vif-APOBEC3F blk,Vif-APOBEC3G blk,TrxR1 substrate,TrxR1 inh,Glioma ERSR ind,LDHA block,RGS4 inhibitor,USP1-UAF1 inh,mIDH1 inhibitor
COCCCNC(=O)Cn1ccc(N)nc1=O,-3%,5%,6%,21%[57.1 µM],-1%,-1,8%,-11%,7%
O=c1ccc(-c2ccc([N+](=O)[O-])cc2)nn1-c1ccccc1,2%,-1%,-7%,0%[57.1 µM],-6%,-7,-13%,?,5%
CCN(CC)c1ccc(CNc2ccc3c(c2)ncn3CC)cc1,2%,3%,-3%[57.1 µM],-38%[57.1 µM],1%,15,-5%,-26%,-18%
COc1ccc(N2CCN(S(=O)(=O)c3cccc4nsnc34)CC2)cc1,2%,1%,2%[57.1 µM],6%[57.1 µM],-5%,-2,3%,-10%,3%
CC(C)CNC(=S)N1CCN(c2nc(-c3ccc(Cl)cc3)cs2)CC1,8%,0%,-5%,-2%,-7%,-9,1%,-24%,0%
O=C(Nc1cccc(C(F)(F)F)c1)c1cc(-c2ccco2)on1,-11%,1%,5%,22%,2%,-11,7%,-11%,-7%
C=CCCO[C@@H]1O[C@@H](C)[C@H](O)C[C@H]1O,1%,1%,-2%,5%,-7%,1,-2%,-20%,-16%
CCCCN1CC(=O)N2[C@H](c3ccc(OC)cc3)[C@@H]3C(=O)N(CC)C(=O)[C@@H]3[C@]2(Cc2ccccc2)C1=O,0%,0%,2%,21%,-3%,1,2%,?,-8%
O=c1cc(CSc2nnc(-c3cccnc3)n2-c2ccccc2F)nc2sccn12,-4%,2%,9%,10%,-3%,-1,11%,-26%,3%
CCCOc1ccc(/C=C/C(=O)NC2CCCCC2)cc1OC,-1%,-1%,9%[57.1 µM],6%[57.1 µM],-2%,-3,-13%,-6%,7%
CCCC(=O)Nc1ccc(Oc2ccc(NC(=O)CCC)cc2)cc1,-2%,2%,1%,11%,-6%,-8,6%,-23%,5%
CSc1c(-c2ccccn2)c(N)nn1C(=O)C1CCC1,-8%,-2%,-5%[57.1 µM],-5%[57.1 µM],-3%,-8,26%,-20%,8%
Cc1cc(C)cc(NC(=O)CSc2nc3[nH]c(=O)cc(O)c3s2)c1,0%,1%,-5%[57.1 µM],-4%[57.1 µM],-6%,6,-10%,-10%,-6%
O=C(CCSCc1cccc(F)c1)NCCc1ccccc1,-15%&-4%,3%&1%,0%,7%,1%&-4%,-20&-1,9%&19%,-31%&-15%,-4%&-13%
Cc1ccccc1Nc1nc(N)nc(COC(=O)CC2CC3CCC2C3)n1 (stereo unspecified),-8%,-9%,-9%,-2%,-1%,3,-17%,-18%,3%
CC(=O)N1CCN(c2ccccc2NC(=O)c2ccc(C#N)cc2F)CC1,-6%,-1%,5%[57.1 µM],14%[57.1 µM],-4%,-10&-8,23%,-17%,-2%
COc1cc2oc(=O)cc(-c3cccc(-c4ccc(C(F)(F)F)cc4)c3)c2c(OC)c1OC,6%,9%,0%,26%,0%&-5%,4,5%,-13%,4%
COc1ccc(N(C(=O)c2ccco2)S(=O)(=O)c2cc(Cl)c(Cl)cc2Cl)cc1,-5%,-17%,5%[57.1 µM],13%[57.1 µM],-2%,1,-27%,-22%,9%
Cc1ccccc1N1CC(C(=O)Nc2ccc(S(=O)(=O)N3CCCCC3)cc2)CC1=O (stereo unspecified),11%,0%,9%[57.1 µM],22%[57.1 µM],-5%,2,2%,-10%,3%
Cc1ccc(-n2nc(C)c(/C=N/NC(=O)c3cccnc3)c2Cl)cc1,-8%,-3%,-1%,20%,7%,-7,-1%,-14%,8%
COc1ccc2c(c1)CC/C(=C\Nc1ccc3c(c1)OCO3)C2=O,-12%,-10%,-1%,-32%,6%,17,-37%,?,21%
Cc1cccc(NC(=O)c2nc[nH]c2C(=O)N2CCN(C(=O)OC(C)(C)C)CC2)c1,-3%,0%,-13%,?,-7%,-2,-1%,-25%,-4%

# Of the compounds above, these have bromine.
SMILES,Vif-APOBEC3F blk,Vif-APOBEC3G blk,TrxR1 substrate,TrxR1 inh,Glioma ERSR ind,LDHA block,RGS4 inhibitor,USP1-UAF1 inh,mIDH1 inhibitor
O=C(NCC(=O)N1CCN(C(c2ccccc2)c2ccccc2)CC1)c1ccc(Br)o1,2%,-1%,-1%,11%,1%,0,-13%,-20%,8%
O=C(COC(=O)[C@@H]1CCCN1C(=O)c1cccs1)Nc1ccc(Br)cc1,4%,1%,5%[57.1 µM],21%[57.1 µM],0%,-6,3%,2%,-4%
